TSHR antagonist = human thyrotropin receptor antagonism | P16473 | TSHR-expressing cells, TSH-stimulated cAMP HTRF, 2 h; active compounds read low | activity change, negative = inhibition, % at 11.5 µM | actives 0.2% (n = 330,000);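 active = activity change below a set negative limit, meaning inhibition stronger than a set level, cut at about -70% in these data; inconclusive = activity change between two set negative limits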; also: % is scaled to controls: 0 for no effect and ±100 for the full control effect
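Read-out is FRET at 665 nm (cryptate excitation 337 nm) from a cryptate-tagged anti-cAMP antibody, competed by cell cAMP against cAMP-d2. Compounds are tested on freshly harvested TSHR cells challenged with 4nM TSH (EC80) for 2 hours at 37 deg C.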
Chronic BCR inh = blocks chronic active B-cell receptor signaling | ABC-DLBCL IkBa-CBG/CBR reporter, luminescence ratio, 4 h | Potency, µM (titrated, usually from 46.1 µM), for the others: at the highest dose ratio change, negative = lower green/red ratio, hits mostly inhibitors | actives 0.05% (n = 340,000) | AID 493014; active = well fitted inhibition curve with a large enough effect in the signal ratio, with a control signal flat, not every such curve was filed as active; inconclusive = small, poorly fitted or top-dose-only effect, or effect the other way, or a change in a side signal; the % refers to the signal ratio;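 also: potency is read from the fitted curve at half-maximal effect; plate controls were basal doxycycline-induced cells for no effect and cells given 10 µM MG132 for full effect; MG132 reads +100%, hits lower the ratio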
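Concentration-response series (up to 46 uM) were applied to TMD8 dual-reporter cells for 4 h at 37C with doxycycline. Green/red ratio, after filter-overlap correction, defined %Activity; red signal alone was normalised to basal cells and zero luminescence.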
hERG WT inh = inhibitors of human wildtype KCNH2 potassium channel | Q12809 | U2OS, BacMam KCNH2, thallium flux FluxOr; active compounds read low | activity change, % at 1.84 µM | actives 0.37% (n = 340,000);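 active = maximum activity change below -70%; inconclusive = maximum activity change between -70% and -50%; inactive = maximum activity change above -50%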; also: % is scaled to controls: 0 for no effect and ±100 for the full control effect
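U2OS cells transduced with wild-type KCNH2 virus are loaded with FluxOr dye for 45 min, and thallium flux is measured in kinetic reads before and after stimulation buffer. Rate constants are normalized to DMSO controls.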
GALK inh = galactokinase (human) inhibition | Purified GALK, Kinase-Glo residual ATP luminescence | AID 1868 | P51570 | Potency, µM (titrated, usually from 57.5 µM), inactives show at the highest dose activity change, negative = inhibition, hits mostly inhibitors | actives 0.007% (n = 270,000); also: potency is read from the fitted curve at half-maximal effect; % is scaled to controls: 0 for no effect and ±100 for the full control effect
Target sequence (P51570 whole entry, looked up): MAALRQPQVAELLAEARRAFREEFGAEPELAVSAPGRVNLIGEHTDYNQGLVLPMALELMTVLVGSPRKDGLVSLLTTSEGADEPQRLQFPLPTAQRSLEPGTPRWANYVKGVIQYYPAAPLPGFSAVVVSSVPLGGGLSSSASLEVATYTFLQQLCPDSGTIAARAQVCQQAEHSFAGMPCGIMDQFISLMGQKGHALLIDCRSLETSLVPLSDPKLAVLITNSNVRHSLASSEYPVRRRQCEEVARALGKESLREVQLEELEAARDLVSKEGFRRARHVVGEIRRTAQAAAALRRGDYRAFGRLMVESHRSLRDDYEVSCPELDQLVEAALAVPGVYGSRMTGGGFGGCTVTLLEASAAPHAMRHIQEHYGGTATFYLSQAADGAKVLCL
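Galactose (100 uM) and ATP (35 uM) were turned over by 5 nM GALK for 1 h at RT. Kinase-Glo Plus then converted the remaining ATP into a luminescent signal.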
Giardia killer = kills Giardia lamblia. Giardia lamblia trophozoite viability. activity change, % at 7.66 µM, hits read low. actives 0.15% (n = 340,000); in the data active = activity change below about -80%; inconclusive = between about -30% and that limit;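 also: parasites exposed to compound for two days anaerobically before the ATP read; % is scaled to controls: 0 for no effect and ±100 for the full control effect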
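Compounds were tested on trophozoites seeded at 100 cells/well and held 48 hrs at 37 deg C anaerobically. An ATP-based luminescent kit measured the remaining live cells.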
CXXC DNA block = MLL CXXC-DNA interaction inhibition; MLL-CXXC / FITC-HOXA9 DNA fluorescence polarization; Q03164; Potency, µM (titrated, usually from 115 µM), inactives show top-dose activity change, negative = inhibition, most hits filed as inhibitors; actives 0.037% (n = 290,000); AID 2662; active = well fitted inhibition curve with a large enough effect in the polarisation, with a control signal flat, not every such curve was filed as active; inconclusive = small, poorly fitted or top-dose-only effect, or effect the other way, or a change in a side signal; inactive = no such curve, though single readings can be large or run the other way; the % refers to the polarisation; also: potency is read from the fitted curve at half-maximal effect
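Steps: dispense CXXC domain solution (7 uM) → pin compounds or unlabeled HOX-A9 DNA control → 5 min ambient → add FLSN-HOX-A9 solution (50 nM) → spin → 30 min ambient → fluorescence polarization. Tris pH 7.5/NaCl/DTT/BSA buffer.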
Tb PFK block = inhibitors of T. brucei phosphofructokinase; T. brucei PFK, ADP-Glo luminescence; Potency, µM (series often up to 57.5 µM), without a hit: at the top dose activity, negative = inhibition, most hits filed as inhibitors; actives 0.17% (n = 330,000); AID 485367;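 also: potency is read from the fitted curve at half-maximal effect; 0% = uninhibited 1x PFK enzyme wells and -100% = no-enzyme wells; nearly all actives have a fitted effect of over 60% in size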
Target sequence (O15648 whole entry, looked up): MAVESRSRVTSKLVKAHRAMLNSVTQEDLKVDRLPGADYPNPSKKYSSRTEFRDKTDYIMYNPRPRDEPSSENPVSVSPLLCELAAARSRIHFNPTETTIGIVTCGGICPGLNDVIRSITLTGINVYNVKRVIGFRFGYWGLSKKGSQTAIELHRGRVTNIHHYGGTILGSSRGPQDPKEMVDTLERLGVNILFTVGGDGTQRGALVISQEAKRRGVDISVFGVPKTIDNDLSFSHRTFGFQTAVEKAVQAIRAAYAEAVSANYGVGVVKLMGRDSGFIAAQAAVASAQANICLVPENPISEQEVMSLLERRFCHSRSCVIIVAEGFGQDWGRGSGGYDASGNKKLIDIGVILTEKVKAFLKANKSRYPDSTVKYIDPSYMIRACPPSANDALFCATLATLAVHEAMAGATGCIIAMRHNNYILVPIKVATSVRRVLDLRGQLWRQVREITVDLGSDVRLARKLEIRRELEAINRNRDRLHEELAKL
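Activity is normalized to no-enzyme wells (full inhibition) and 1.25 nM enzyme wells (no inhibition). Reaction: 0.5 mM F6P, 0.1 mM ATP, 45 min RT, ADP-Glo luminescence; concentration-response curves fitted and classed by quality.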
FBPA coupling cs = coupling enzyme interference in Giardia aldolase counter-screen; coupling enzyme system counterscreen, AmpLite Red fluorescence; actives 0.67% (n = 290,000); activity change, negative = inhibition, % at 58.2 µM, hits read low; in the data active = activity change below about -30%; also: % is scaled to controls: 0 for no effect and ±100 for the full control effect
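Counterscreen lacking aldolase: glyceraldehyde-3-phosphate coupling-enzyme reagent preincubated 10 min at RT with compound (at 57.5 uM final), then substrate/coupling system with AmpLite Red added; fluorescence read at 525/598 nm after 20 min RT.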
TCR activator = activators of T cell receptors. primary human leukocytes, anti-CD3, IL-2 HTRF, 48 h. Potency, µM (highest dose often 9.22 µM), inactives show top-dose activation of IL-2 secretion, most hits filed as activators. 330,000 tested, under 10 active; also: % of control where 0% means no effect
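Activity was scored as IL-2 release from primary human leukocytes given only a TCR signal (a-CD3 beads) plus compound for 48 hr. Detection used a two-antibody HTRF format read at 665nm.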
AT treatment = candidate therapy for ataxia-telangiectasia; Potency, µM (series often up to 57.5 µM), without a hit: top-dose activation, hits mostly activators; […] A-T fibroblasts, KAP-1 phosphorylation AlphaLISA; neocarzinostatin DNA damage 30 min before lysis; AID 485349; actives 0.19% (n = 320,000); also: potency is read from the fitted curve at half-maximal effect; % of control where 0% means no effect; nearly all actives have a fitted effect of over 45% in size
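hTERT-immortalized A-T patient fibroblasts ([…]), 500 cells/well in OPTI-MEM, 1% FBS, got compounds for 60 min, then NCS for 30 min at 37C. Lysates were then assayed for phospho-KAP-1 by AlphaLISA (anti-pKAP1 donor, anti-KAP1 acceptor beads), 6 hr at 25C.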
Active calls of the source: *; ? = inconclusive; nt = no result given; [ ] = remark or other dose. Unless noted, calls follow the shape of the dose curve; as a rule, active = well fitted curve in the direction sought with a large enough effect; inconclusive = small, poorly fitted or top-dose-only effect, or another doubt; inactive = no such curve, though single readings can be large; an effect the other way counts as inactive or inconclusive. No enrichment for hits. Share with any hit: about 1.6%.

SMILES	TSHR antagonist	Chronic BCR inh	hERG WT inh	GALK inh	Giardia killer	CXXC DNA block	Tb PFK block	FBPA coupling cs	TCR activator	AT treatment
COc1ccc(OC)c(/C=C/C(=O)c2ccc(Cl)cc2)c1	-9.0	?	-17.4	1.4%	-10.9	-6.6%	-5.8%[0.46 µM]	-5.3	1.9%	?
O=C(Nc1cccc(Cl)c1)Nc1csc([N+](=O)[O-])c1	-32.1	?	-6.3	-5.5%	-4.8	-6.4%	-22.2%	-3.2	-3.8%	-0.1%
CCCCc1cc(=O)oc2cc(C)cc(OCC(=O)N[C@@H](CSCc3ccccc3)C(=O)O)c12	0.8	4.5%	5.2	nt	5.1	-9.8%	1.4%	7.1	-1.8%	10.7%
O=C(OCc1nc2ccsc2c(=O)[nH]1)c1ccc(Cl)nc1	-5.8	-1.4%	0.4	nt	-8.9	nt	0.2%	nt	-4.8%	2.9%
CCCn1c(=O)c(C(=O)Nc2cnccn2)c(O)c2ccccc21	11.1	?	nt	0.1%	nt	14.4%	-2.3%	0.9	nt	-3.6%
CCOC(=O)C1CCCN(C(=O)COc2ccc(N(C)S(=O)(=O)c3ccc(C)cc3)cc2)C1 (stereo not drawn)	-15.0	2.8%	-0.9	-1.7%	-1.4	-0.1%	-0.7%	0.8	-5.6%	-0.7%
O=c1c2oc3nc4c(cc3c2ncn1CCCc1ccccc1)CCCC4	-6.3	?	-5.7	-0.3%	9.2	?	-1.0%	-16.7	6.0%	2.3%
CCCCCCOc1ccc(/C(C)=N/NC2=NCCN2)cc1	17.7	?	11.1	1.8%	-6.4	?	-3.2%	-0.4	2.2%	2.1%
CCOC(=O)N1CCN(C(=O)/C(=C/c2ccc(OC)cc2)NC(=O)c2ccccc2)CC1	7.3	7.2%	23.5	-0.6%	2.0	15.9%	-0.6%	5.0	nt	-3.1%
COc1ccc(CCNS(=O)(=O)c2cc3c4c(c2)CC(=O)N4CCC3)cc1	0.3	12.1%	1.5	5.8%	-20.0	4.6%	2.4%	nt	2.3%	-2.8%
COc1cc(Cl)ccc1NC(=S)N(CCN(C)C)C(C)c1ccncc1 (stereo not drawn)	2.2	-0.1%	-0.8	-3.4%	2.3	-23.1%	-1.2%	-0.9	13.4%	40.9%
CCOC(=O)c1nnc2cc(C)nn2c1C	-10.2	-0.7%	-9.9	3.8%	-4.6	-4.8%	2.2%	3.4	-3.6%	8.8%
Cc1ccc(Cn2ccc(NC(=O)c3cc(-c4ccc(Br)cc4)on3)n2)cc1	-3.7	-0.4%	-2.8	-0.7%	-12.1	9.1%	0.0%	3.7	2.9%	1.1%
CC(=O)C1=C(O)C(=O)N(c2cccnc2)C1c1ccc([N+](=O)[O-])cc1 (stereo not drawn)	18.1	4.6%	nt	-1.9%	nt	2.7%	-0.2%	2.1	nt	0.0%
Cc1ccc(CN2CCCN(Cc3c(C)cc(C)cc3C)S2(=O)=O)cc1	-9.0	0.6%	-13.6	0.2%	-15.9	6.3%	0.1%	-4.1	-0.9%	9.3%
O=C(c1cc(C(=O)N2CCN(c3ccc(F)cc3)CC2)cc([N+](=O)[O-])c1)N1CCN(c2ccc(F)cc2)CC1	-17.6	-0.5%	5.0	-0.3%	10.4	4.8%	0.7%	-0.3	nt	1.5%
CCC(NC(=O)C1CCC1)c1ccc(C)cc1 (stereo not drawn)	4.2	4.5%	0.4	-2.5%	-11.0	-2.4%	-0.8%	1.6	1.2%[46.1 µM]	-1.7%
COC(=O)c1cc2oc3ccccc3c2n1CC(=O)Nc1ccccc1OC	-1.4	2.9%	-0.2	1.4%	0.3	4.8%	1.4%	5.1	3.5%	-5.2%
Oc1ccc2oc3c(c2c1)CCCC3	5.3	-0.6%	8.6	0.4%	0.7	17.4%	0.1%	nt	-3.1%	0.7%
O=C(Nc1ccc2nc(-c3cccs3)c(-c3cccs3)nc2c1)N1CCOCC1	-24.0	?	-4.6	-1.5%	-10.9	-5.1%	-0.8%	-29.5	4.4%	-1.9%
CN1CCN(C(=O)CCN2C(=O)/C(=C\c3ccc(Cl)cc3Cl)SC2=S)CC1	41.3	?	3.1	0.7%	87.0[activator]	-11.5%	-21.1%	3.9	3.7%	?
CCC(C)Oc1cccc(OCCCCN2C(=O)NC(C)(C)C2=O)c1 (stereo not drawn)	-9.4	?	-5.8	2.3%	14.7	-4.0%	0.6%	0.3	-35.4%	5.3%
COc1ccc(Cc2nc3ccccc3n2CC(=O)N/N=C/c2ccccc2)cc1OC	2.8	-23.0%	-1.7	0.7%	0.0	-0.8%	-6.8%	-23.7	-3.6%[46.1 µM]	11.8%
CC(Sc1nnnn1-c1ccccc1)C(=O)Nc1ccc(N2CCN(C)CC2)cc1 (stereo not drawn)	18.4	12.3%	7.8	11.0%	7.8	14.6%	-3.9%	1.2	7.4%	7.0%
COc1ccc(N2CCN(S(=O)(=O)c3ccc4oc(=O)ccc4c3)CC2)cc1	11.5	0.2%	-3.0	2.3%	29.4	11.7%	2.7%	-1.0	-1.9%	-3.9%
The listing continues.
SMILES	TSHR antagonist	Chronic BCR inh	hERG WT inh	GALK inh	Giardia killer	CXXC DNA block	Tb PFK block	FBPA coupling cs	TCR activator	AT treatment
COc1ccc(NC(=O)CN2CCC(C(=O)c3ccc(C)cc3)CC2)c(OC)c1	-1.5	14.7%	5.0	-1.4%	-8.8	4.6%	-1.1%	-0.5	3.5%	10.8%
O=C(Nc1c(C(=O)Nc2cccc3ccccc23)cnn1-c1ccccc1)c1ccco1	31.2	?	-4.8	0.9%	12.0	-2.2%	-1.7%	1.5	-2.5%[46.1 µM]	6.7%
O=C(NCCC1CCCCN1S(=O)(=O)c1cccs1)C(=O)Nc1ccc(F)cc1F (stereo not drawn)	2.9	?	-2.0	nt	0.2	nt	?	nt	2.5%	8.9%
Cc1ccc(C(=O)NCc2cccs2)cc1S(=O)(=O)N1CCCCC1	-1.6	5.4%	11.4	-0.1%	1.6	2.1%	1.0%	0.2	1.5%	-3.4%
CC1CC(C)CN(S(=O)(=O)c2ccc(C(=O)N3CCOCC3)cc2)C1 (stereo not drawn)	15.2	-1.3%	-6.4	7.4%	16.4	20.4%	-0.1%	nt	-3.9%	6.2%
Cc1cccc(CC2SC(N3CCN(c4ccccc4)CC3)=NC2=O)c1 (stereo not drawn)	-4.9	1.6%	13.7	nt	5.3	3.4%	-0.3%	0.5	-5.7%[46.1 µM]	1.1%
Cc1oc(-c2cccs2)nc1CN1CCC(CO)(CCOc2ccccc2)CC1	-3.1	?	25.2	1.8%	-15.1	-6.3%	2.6%	1.1	1.0%	10.4%
COc1cc(NC(=S)N2CCC(C(O)(c3ccccc3)c3ccccc3)CC2)cc(OC)c1	-5.2	-0.9%	2.9	nt	30.5[activator]	19.6%	-4.3%	-3.0	2.5%	2.6%
COc1ccc(CSc2nnnn2C)cc1[N+](=O)[O-]	1.9	?	4.8	-1.5%	2.0	-8.7%	1.8%	4.3	2.9%	4.8%
COc1ccc2c(c1)cc(C)c1nnc(SCC(=O)N3CCN(C(=O)c4ccco4)CC3)n12	7.1	?	-0.2	0.7%	-4.4	-3.1%	3.5%	0.1	-4.5%	-7.8%
Cc1ccc([C@@H]2[C@@H]3C(=O)N(C)C(=O)[C@@H]3[C@]3(C)C(=O)N(CCO)CC(=O)N23)o1	14.4	-8.4%	2.6	nt	7.2	0.0%	-6.0%	2.6	3.1%	-3.1%
CCC1=Nc2cc(C(=O)NCCCN3CCN(C)CC3)ccc2Sc2ccccc21	5.4	0.2%	1.9	-0.2%	27.0	1.5%	0.3%	0.8	-1.3%	-6.7%
COc1ccc(CNC(=O)CN=C2NC(=O)C(c3ccccc3)(c3ccccc3)N2)cc1	6.9	?	6.8	2.1%	5.0	-5.7%	-2.8%	5.3	1.6%[46.1 µM]	-7.2%
CCOc1cc(/C=N/n2cnnc2)c(Br)cc1O	1.9	6.1%	-1.5	0.0%	-4.8	-2.9%	-1.7%	0.1	2.1%	1.6%
Cc1ccc(Sc2cc(Cl)nc(N)n2)cc1	0.5	-7.0%	-19.8	-1.9%	-6.1	-9.8%	-1.6%[0.46 µM]	-0.7	2.3%	-5.3%
COc1ccc(/C=N/n2c(-c3cc(C)[nH]n3)n[nH]c2=S)cc1	0.9	13.9%	2.4	0.4%	16.3	5.1%	1.1%	-0.1	-2.6%	-6.3%
CSc1ccc(S(=O)(=O)N(CC(=O)NN=C2CCN(C)CC2)c2ccc(C)cc2)cc1	13.3	0.5%	9.4	6.3%	14.9	3.0%	-5.1%	6.5	0.4%	-4.9%

Copied from the list:
CXXC DNA block, `CCOC(=O)c1nnc2cc(C)nn2c1C` : -4.8%
CXXC DNA block, `COc1ccc(CSc2nnnn2C)cc1[N+](=O)[O-]` : -8.7%

Assay outcomes as filed in PubChem BioAssay.
